Shiga inhibitor: Shiga toxin inhibition; actives 9.2% (n = 290,000); Vero cells, Shiga toxin protein synthesis inhibition reporter; inhibition, % at 38.7 µM; in the data active means inhibition mostly above about 28%, no sharp cut-off; inactive means mostly below about 43%; further: 0% is about no effect
Giardia FBPA inh: blocks Giardia fructose-bisphosphate aldolase activity | purified Giardia FBPA | Potency, µM (doses to about 59.6 µM), for the others: at the highest dose activity, negative = inhibition, actives largely listed as inhibitors | actives 0.71% (n = 290,000) | AID 2451; further: potency means the concentration at half of the fitted maximal effect; on the % scale 0 is the no-effect control and ±100 the full control effect; nearly all actives have a fitted effect of over 55% in size
Target sequence (A8B2U2 whole entry, looked up): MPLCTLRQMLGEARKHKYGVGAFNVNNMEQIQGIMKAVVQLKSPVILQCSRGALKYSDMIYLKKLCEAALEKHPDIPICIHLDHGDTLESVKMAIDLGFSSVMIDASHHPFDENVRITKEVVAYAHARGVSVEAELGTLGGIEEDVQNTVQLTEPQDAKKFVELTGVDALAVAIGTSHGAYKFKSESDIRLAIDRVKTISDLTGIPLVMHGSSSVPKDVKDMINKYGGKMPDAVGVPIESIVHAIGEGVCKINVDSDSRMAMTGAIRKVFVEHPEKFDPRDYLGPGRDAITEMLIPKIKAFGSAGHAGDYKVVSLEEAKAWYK
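Giardia FBPA (40 nM reagent) was preincubated 10 min at RT with compound (up to 57.5 uM final), then substrate plus GAPDH/TPI/NAD/arsenate coupling system with diaphorase/resazurin was added; resorufin fluorescence (525/598 nm) was read after 20 min.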
HCMV antiviral: human cytomegalovirus inhibition | HFF cells, HCMV-luciferase reporter, 72 h; stronger effect = lower value | activity change, negative = inhibition, % at 57.5 µM | actives 4.5% (n = 410,000) | AID 1259415; in the data active means activity change below about -60%; inconclusive means no clear call, values can overlap the other calls; inactive means above about -39%; further: on the % scale 0 is the no-effect control and ±100 the full control effect
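Two compound doses tested in HFFs infected with HCMV-luciferase, MOI 1 PFU/cell, 72 h at 37C. Lysate luminescence read with OneGlo; data normalized against buffer-only and 10uM Salinomycin inhibitor controls.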
AMA1 RON2 block: disrupts binding of P. falciparum AMA1 to RON2. AlphaScreen AMA1-biotinylated RON2 peptide binding. Potency, µM (doses to about 58.2 µM), inactives show at the top dose activity change, negative = inhibition, actives largely listed as inhibitors. actives 0.2% (n = 360,000);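 further: potency means the concentration at half of the fitted maximal effect; 0% = vehicle wells and -100% = peptide control; nearly all actives have a fitted effect of over 45% in size; some results filed as inactive show a strong effect at the top dose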
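AMA1 (3D7) with his tag at 25 nM final met compounds first, then biotinylated RON2 peptide at 25 nM; detection used donor plus acceptor beads, 10 µg/mL apiece, read by AlphaScreen after 30 min at room temperature.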
Cycloheximide cs: counter-screen for Shiga toxin inhibitors: cycloheximide protein synthesis inhibition. max response, %. cell reporter, cycloheximide protein synthesis inhibition counterscreen. actives 12% (n = 300,000); in the data active means max response mostly above about 13%, no sharp cut-off; inactive means mostly below about 14%; further: read at 38.3 µM for the half of the compounds with a filed dose; 0% is about no effect
AmpC no deterg: inhibitors of E. coli AmpC beta-lactamase without detergent; P00811; AmpC nitrocefin hydrolysis, absorbance 480 nm, 0.0001% Triton; Potency, µM (titrated, usually from 57.1 µM), for the others: at the top dose activity change, negative = inhibition, hits mostly inhibitors; actives 0.52% (n = 330,000);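 further: potency means the concentration at half of the fitted maximal effect; plate controls were no compound for no effect and no enzyme for full effect; nearly all actives have a fitted effect of over 20% in size; some results filed as inactive show a strong effect at the top dose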
Target sequence (P00811 whole entry, looked up): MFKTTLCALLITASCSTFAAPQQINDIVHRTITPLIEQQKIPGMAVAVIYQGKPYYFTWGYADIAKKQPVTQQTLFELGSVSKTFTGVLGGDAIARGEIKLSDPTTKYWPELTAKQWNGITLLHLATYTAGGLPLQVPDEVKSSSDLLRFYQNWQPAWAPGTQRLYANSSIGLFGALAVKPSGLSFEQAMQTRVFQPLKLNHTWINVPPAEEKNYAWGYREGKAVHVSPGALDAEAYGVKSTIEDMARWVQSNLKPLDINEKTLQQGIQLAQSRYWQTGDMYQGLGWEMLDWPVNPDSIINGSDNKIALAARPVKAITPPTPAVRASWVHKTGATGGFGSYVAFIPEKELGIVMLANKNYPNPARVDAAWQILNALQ
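20 mM phosphate pH 7.0 + 0.01% (detergent screen) or 0.0001% Triton X-100; 5.3 nM AmpC reagent; cpd preinc 15 min RT; nitrocefin (800 uM stock) to start; A480 q20 s × 4 min; Activity was normalised to no-enzyme and no-compound control wells.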
AmpC inh detg: AmpC beta-lactamase inhibition with detergent present; actives 0.041% (n = 370,000); AmpC hydrolysis of nitrocefin, absorbance 480 nm, 0.01% Triton; Potency, µM (titrated, usually from 114 µM), without a hit: top-dose activity change, negative = inhibition, actives largely listed as inhibitors; P00811;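 further: potency means the concentration at half of the fitted maximal effect; 0% = no-compound wells and -100% = no-enzyme wells; nearly all actives have a fitted effect of over 25% in size; some results filed as inactive show a strong effect at the top dose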
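20 mM phosphate pH 7.0 + 0.01% (detergent screen) or 0.0001% Triton X-100; 5.3 nM AmpC reagent; cpd preinc 15 min RT; nitrocefin (800 uM stock) to start; A480 q20 s × 4 min; Activity was normalised to no-enzyme and no-compound control wells.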
Active calls of the source: *; ? = inconclusive; . = no result given; [ ] = remark or other dose. Unless noted, the call rests on the fitted dose curve; in most records, active means well fitted curve in the direction sought with a large enough effect; inconclusive means small, poorly fitted or top-dose-only effect, or another doubt; inactive means no such curve, though single readings can be large; an effect the other way counts as inactive or inconclusive.

item	canonical_smiles	Shiga inhibitor	Giardia FBPA inh	HCMV antiviral	AMA1 RON2 block
1	COc1cc(C(F)(F)F)c(C(=O)N(C)Cc2cccc(Cl)c2)cn1	7	-1%	-23	12%
2	O=C1c2ccsc2SCCN1Cc1ccc(Cl)cc1	-14	-10%	-28	8%
3	COc1cccc(NC(=S)N(CCN2CCCCC2)Cc2ccco2)c1	-26	1%	-38	4%
4	O=C(N/N=C/c1ccc(O)cc1)c1cc(C23CC4CC(CC(C4)C2)C3)[nH]n1	48	-2%	0	8%
5	CCCc1cc(NCC2CCCO2)n2c(nc3ccccc32)c1C#N (stereo unspecified)	-19	-4%	-5	5%
6	COc1ccc(S(=O)(=O)N2CCc3ccccc3C2)cc1OC	-4	-1%	48	4%
7	N#Cc1ccsc1NC(=O)COc1ccc(-c2nnco2)cc1	99*	1%	25	4%
8	Cc1c(C#N)sc2nc(-c3ccccc3)nc(N3CCCC3)c12	-9	-4%	38	14%
9	O=C(Nn1c(COc2ccccc2)nc2ccccc2c1=O)C(Cl)(Cl)Cl	3	4%	-35	101%[activator]
10	COc1ccc(OC)c(NC(=O)NCCc2cccc(Cl)c2)c1	7	0%	?	?
11	O=C(O)CNS(=O)(=O)c1cccc2nsnc12	31	-9%	-21	11%
12	CC(C)C1N(C(=O)N(C)C)CCN1S(=O)(=O)c1ccccc1 (stereo unspecified)	-9	.	13	7%

item	Cycloheximide cs	AmpC no deterg	AmpC inh detg
1	-1	53%	5%
2	-2	-15%	?
3	-1	-24%	0%
4	2	?	6%
5	-2	11%	-2%
6	8	3%	-1%
7	35*	-26%	-12%
8	0	1%	1%
9	10	-13%	0%
10	4	-14%[2.29 µM]	-11%
11	1	-8%	2%
12	1	-1%	1%

Reprinted from the part before: 3 entries, followed by the next part.
item	canonical_smiles	Shiga inhibitor	Giardia FBPA inh	HCMV antiviral	AMA1 RON2 block
10	COc1ccc(OC)c(NC(=O)NCCc2cccc(Cl)c2)c1	7	0%	?	?
11	O=C(O)CNS(=O)(=O)c1cccc2nsnc12	31	-9%	-21	11%
12	CC(C)C1N(C(=O)N(C)C)CCN1S(=O)(=O)c1ccccc1 (stereo unspecified)	-9	.	13	7%
13	CCOc1ccc(N(CC(=O)Nc2ccccc2)S(C)(=O)=O)cc1	50*	0%	6	-11%
14	COc1ccc(/C=C/C(=O)OCC(=O)Nc2ccc(Cl)cc2F)cc1S(=O)(=O)N1CCOCC1	-16	0%	15	-23%
15	Cc1cc(C)n(C(=O)Cn2nc(C(F)F)cc2C)n1	-3	1%	30	3%
16	CC(C)CN(C(=O)CC1OC(=O)c2ccccc21)c1c(N)n(Cc2ccccc2)c(=O)[nH]c1=O (stereo unspecified)	.	.	-12	4%
17	Cc1cc(C)nc(NS(=O)(=O)c2ccc(NC(=O)c3ccc(S(=O)(=O)N(C)C)cc3)cc2)n1	.	?	14	9%
18	C=CCN1C(=O)/C(=C/c2cccs2)C(=O)NC1=S	-1	-26%	16	2%
19	O=C(Oc1ccc(C(=S)N2CCOCC2)cc1Br)c1ccccc1F	-2	4%	81	-7%
20	CCCOc1ccc(N2C(=O)CC(SC(=NCC)Nc3cccc(F)c3)C2=O)cc1 (stereo unspecified)	0	-5%	13	5%
21	COc1cccc(CN2CCN(c3nc4nonc4nc3NC3CC3)CC2)c1	-16	-9%	-33	-5%
22	CC(=O)Nc1ccc(S(=O)(=O)N2CCN=C2SCc2ccc([N+](=O)[O-])cc2)cc1	-12	0%	?	-6%
23	COCCSc1ccccc1C(=O)NCc1ccco1	8	-1%	-26	-5%
24	O=c1c(C/C=C/c2ccccc2)c(O)ccn1Cc1ccc(Cl)cc1Cl	-8	-9%	18	2%

item	Cycloheximide cs	AmpC no deterg	AmpC inh detg
10	4	-14%[2.29 µM]	-11%
11	1	-8%	2%
12	1	-1%	1%
13	19*	-4%	-9%
14	-2	-16%	-5%
15	3	-33%	?
16	.	-16%	-21%
17	-2	-17%	2%
18	0	-31%	-5%
19	-2	-8%	-4%
20	-2	-46%	-1%
21	1	15%	-12%
22	2	3%	-5%
23	-3	-33%	-2%
24	-2	-13%[2.29 µM]	-12%

item	canonical_smiles	Shiga inhibitor	Giardia FBPA inh	HCMV antiviral	AMA1 RON2 block
25	CN(C)C(=O)[C@H]1C[C@H]1[C@@H](O)[C@H](CO)NC(=O)[C@H](COCc1ccccc1)NC(=O)OC(C)(C)C	9	-10%	5	3%
26	CCc1noc(C)c1C(=O)N1CCN(S(=O)(=O)c2c(C)cc(C)cc2C)CC1	.	.	?	92%[activator]
27	CC(=O)Nc1ccc(C(=O)OCc2ccccc2Cl)cc1	64*	10%	-37	-14%
28	COc1ccc(-c2cn3c(C)c(C(=O)Nc4cccc(NC(C)=O)c4)sc3n2)cc1	-16	-6%	-11	0%
29	c1ccc2c(NCCc3c[nH]c4ccccc34)c3ccccc3nc2c1	24	-2%	?	?
30	CCN(CC)C(=O)C(=O)c1cccn1-c1ccccc1C#N	-4	-6%	-1	36%[activator]
31	COc1ccc(C(=O)NCc2ccc(F)cc2)cc1S(=O)(=O)N1CCCC1	.	.	-18	3%
32	CC(C(=O)NCC(=O)Nc1ccc(F)c(F)c1F)N1CCN(Cc2ccc(C#N)cc2)CC1 (stereo unspecified)	.	.	-33	22%[11.6 µM]
33	COc1ccc(C(C)NC(=O)c2ccc(Cl)cc2)cc1OC (stereo unspecified)	-11	8%	-8	5%
34	CCOC(=O)c1ccc(NC(=O)CCc2nc(-c3cccc(C)c3)no2)cc1	-4	-6%	-32	-1%
35	COCC(C)n1c(COc2ccccc2F)nnc1SCC(=O)c1c(N)n(C)c(=O)n(C)c1=O (stereo unspecified)	6	4%	15	-9%

item	Cycloheximide cs	AmpC no deterg	AmpC inh detg
25	5	47%	-2%
26	.	88%[activator]	-4%
27	42*	-1%	?
28	-3	120%[activator]	-2%
29	-11	?	-4%
30	-2	-13%	-9%
31	.	-10%	5%
32	.	9%	-1%
33	-1	-9%	-5%
34	-2	-1%	-1%
35	-3	94%[activator]	4%

Reformatted with two lines to a compound: part of the list above
Results follow in this order: Shiga inhibitor | Giardia FBPA inh | HCMV antiviral | AMA1 RON2 block | Cycloheximide cs | AmpC no deterg | AmpC inh detg
27) CC(=O)Nc1ccc(C(=O)OCc2ccccc2Cl)cc1
    64* | 10% | -37 | -14% | 42* | -1% | ?
28) COc1ccc(-c2cn3c(C)c(C(=O)Nc4cccc(NC(C)=O)c4)sc3n2)cc1
    -16 | -6% | -11 | 0% | -3 | 120%[activator] | -2%

Profiles as entered above. Values in the order: Shiga inhibitor | Giardia FBPA inh | HCMV antiviral | AMA1 RON2 block | Cycloheximide cs | AmpC no deterg | AmpC inh detg
CCN(CC)C(=O)C(=O)c1cccn1-c1ccccc1C#N is listed as -4 | -6% | -1 | 36%[activator] | -2 | -13% | -9%
CC(=O)Nc1ccc(C(=O)OCc2ccccc2Cl)cc1 is listed as 64* | 10% | -37 | -14% | 42* | -1% | ?
CN(C)C(=O)[C@H]1C[C@H]1[C@@H](O)[C@H](CO)NC(=O)[C@H](COCc1ccccc1)NC(=O)OC(C)(C)C is listed as 9 | -10% | 5 | 3% | 5 | 47% | -2%
COc1ccc(-c2cn3c(C)c(C(=O)Nc4cccc(NC(C)=O)c4)sc3n2)cc1 is listed as -16 | -6% | -11 | 0% | -3 | 120%[activator] | -2%
